DNA FID counter – compounds displacing fluorescent DNA intercalator, primary screen, artefact control for HCV NS3 helicase inhibitor project, biochemical, FID fluorescence. DNA fluorescent intercalator displacement. inhibition, % at 7.9 µM. actives 0.17% (n = 290,000); in the data active = inhibition above about 37%;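 note: 0% = vehicle and 100% = reference compound; higher means more ethidium bromide displaced from hairpin DNA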
M18AAP inhibitor – PfM18AAP inhibitors, malaria aminopeptidase, primary screen, biochemical, QFRET, recombinant enzyme; H-Glu-NHMec fluorogenic cleavage; inhibition, % at 7.35 µM; actives 1.2% (n = 290,000);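 active = inhibition above the campaign mean inhibition over all tested compounds plus 3 SD, cut at about 28% in these data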;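 note: 0% = plate median of test compound wells and 100% = 2 mM ZnCl2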
OXTR ag – human OXTR agonists, primary screen, fluorescence, CHO-OTR cells, Fluo-8 calcium; Oxytocin receptor (Homo sapiens), P30559; Fluo-8 calcium fluorescence; normalized: DMSO 0%, oxytocin 100%; actives 0.32% (n = 320,000); activation, % at 3 µM; AID 2435, 2010;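 active = activation above the mean of all tested compounds plus 3 SD, cutoff set per screening run, cut at about 20% in these data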;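 note: peak over basal fluorescence ratio from a 100 s FLIPR kinetic read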
Target sequence (P30559 whole entry, looked up): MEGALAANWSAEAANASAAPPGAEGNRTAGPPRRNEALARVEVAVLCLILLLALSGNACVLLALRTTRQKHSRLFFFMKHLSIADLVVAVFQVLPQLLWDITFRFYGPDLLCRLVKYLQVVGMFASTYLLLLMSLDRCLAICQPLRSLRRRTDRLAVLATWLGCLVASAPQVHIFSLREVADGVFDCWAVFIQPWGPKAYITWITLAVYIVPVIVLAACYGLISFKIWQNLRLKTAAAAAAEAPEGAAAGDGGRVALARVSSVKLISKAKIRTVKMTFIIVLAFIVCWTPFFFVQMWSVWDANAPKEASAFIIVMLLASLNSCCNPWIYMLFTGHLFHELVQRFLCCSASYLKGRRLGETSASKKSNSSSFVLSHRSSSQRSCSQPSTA
GPR7 antagonist – GPR7 receptor antagonists, primary screen, cell-based, fluorescence, single concentration | inhibition, % at 4.4 µM | Neuropeptides B/W receptor type 1 (Homo sapiens), P48145 | actives 1.1% (n = 290,000) | GPR7-expressing cells, fluorescence antagonist assay; in the data active = inhibition above about 16%, passing the limit was not always enough;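 note: cells stimulated with the agonist NPW; 0% = agonist with vehicle and 100% = vehicle without agonist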
MEKK2 mut-MEK5 – MEK5 binding signal on mutant MEKK2 PB1, primary screen, biochemical, multiplex bead flow cytometry, Alexa488-MEK5 | Alexa488-MEK5 binding to MEKK2 mutant | percent response, % at 10 µM | actives 0.35% (n = 290,000) | AID 1530, 2009; in the data active = percent response above about 24%, passing the limit was not always enough; note: inactives centre near 1; some results filed as inactive read as strong as hits; reference of the scale not given here
PHOSPHO1 block – PubChem AID 1565; Phosphoethanolamine/phosphocholine phosphatase (Homo sapiens), Q8TCT1; recombinant PHOSPHO1, absorbance phosphatase assay; inhibition, % at 13.3 µM; actives 1.1% (n = 290,000); in the data active = inhibition above about 60%
MEKK2wt PB1 HTS – modulators of MEK5 binding to wildtype MEKK2, primary screen, biochemical, multiplex bead flow cytometry, Alexa488-MEK5 | Mitogen-activated protein kinase kinase kinase 2 (Homo sapiens), Q9Y2U5 | Alexa488-MEK5 binding to MEKK2 WT; actives lie on both sides | binding response (% of control), % at 10 µM | actives 1.1% (n = 290,000) | AID 1531, 2009; in the data active = binding response below about 67% or above about 130%
MEKK3 PB1 HTS – modulators of MEKK3-MEK5 PB1 binding, primary screen, biochemical, wildtype MEKK3, multiplex bead flow cytometry, Alexa488-MEK5; AID 1529, 2009; binding response (% of control), % at 10 µM; Mitogen-activated protein kinase kinase kinase 3 (Homo sapiens), Q99759; bead-based flow cytometry, Alexa488-MEK5 binding to MEKK3; actives lie on both sides; 0 = blocked by unlabeled MEK5, 100 = vehicle; actives 1.4% (n = 290,000);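 active = binding response more than 3 SD above or below the average of its plate-row segment, actives on both sides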;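 note: Alexa488 bead fluorescence after subtracting the streptavidin-only scavenger bead signal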
Target sequence (Q99759 whole entry, looked up): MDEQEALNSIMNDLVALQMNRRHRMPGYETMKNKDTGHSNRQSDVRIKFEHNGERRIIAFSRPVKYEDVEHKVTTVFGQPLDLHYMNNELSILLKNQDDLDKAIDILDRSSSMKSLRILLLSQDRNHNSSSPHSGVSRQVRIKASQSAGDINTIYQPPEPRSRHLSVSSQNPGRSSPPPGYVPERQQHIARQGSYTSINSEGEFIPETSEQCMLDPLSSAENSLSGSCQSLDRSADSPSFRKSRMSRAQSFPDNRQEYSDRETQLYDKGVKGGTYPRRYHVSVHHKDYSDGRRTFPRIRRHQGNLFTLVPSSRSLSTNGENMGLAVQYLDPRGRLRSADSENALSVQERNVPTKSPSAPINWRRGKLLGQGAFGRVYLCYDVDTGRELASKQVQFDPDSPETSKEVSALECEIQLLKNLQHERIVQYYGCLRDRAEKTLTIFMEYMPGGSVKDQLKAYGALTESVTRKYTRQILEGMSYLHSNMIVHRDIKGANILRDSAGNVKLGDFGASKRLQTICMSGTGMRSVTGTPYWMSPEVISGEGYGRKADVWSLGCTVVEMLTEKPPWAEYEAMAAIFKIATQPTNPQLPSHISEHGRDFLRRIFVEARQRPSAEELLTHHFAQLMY
NALP1 inh – NALP1 inflammasome inhibitors in reconstituted yeast, colorimetric, S. cerevisiae, triplicate retest | S. cerevisiae NALP1/ASC/caspase-1 growth, X-gal OD620, 72 h | inhibition, % at 10 µM | actives 0.61% (n = 280,000) | AID 2071, 2009; in the data active = inhibition mostly above about 24%, no sharp cut-off; inactive = mostly below about 32%; note: some compounds called inactive have numbers as strong as hits
* = called active by the depositor; . = not tested or not shown; [ ] = dose if it differs, or a comment. Rows were taken by chance, and some 6.2% of all compounds hit somewhere here.

Fields: DNA FID counter, M18AAP inhibitor, OXTR ag, GPR7 antagonist, MEKK2 mut-MEK5, PHOSPHO1 block, MEKK2wt PB1 HTS, MEKK3 PB1 HTS, NALP1 inh
#1 CCOC(=O)Nc1ccc(S(=O)(=O)NCCCN2CCOCC2)cc1
 : -2.5, -2.1, 1.1, -3.3, -2.0, -24.7, 99.0, 103.0, -4.5
#2 CC1CCCC(C)N1CCCNC(=O)CN1C(=O)COc2ccc(S(=O)(=O)N3CCOCC3)cc21 (stereo not given)
 : 0.3, -3.2, -0.3, -4.2, -3.0, 30.7, 101.0, 99.0, 22.5
#3 COc1ccc(C(=O)NCCCN2CCOCC2)cc1OC
 : 0.0, 4.9, 0.7, -14.6, -1.0, 42.0, 94.0, 102.0, -22.0
#4 O=C(NCCCN1CCN(c2cccc(Cl)c2)CC1)c1cccc(N2CCCC2=O)c1
 : 1.9, 6.6, 0.2, 8.0, 27.0*, -4.2, 125.0, 109.0, 21.3
#5 O=C(CSc1nnc(-c2ccncc2)n1-c1ccccc1Cl)Nc1ccc(C(=O)O)cc1
 : -25.0, -0.9, 0.6, -4.2, -38.0, -8.2, 105.0, 95.0, 23.9
#6 COc1ccc(NC(=O)Cn2c(=O)c(C)nc3ccccc32)cc1Cl
 : -0.8, 2.1, 1.1, -2.4, -8.0, 31.5, 99.0, 102.0, 1.2
#7 CCc1ccc(S(=O)(=O)/N=C2\C=CC(=O)c3ccccc32)cc1
 : -2.5, -7.9, -0.4, -17.5, -12.0, 11.2, 82.0, 95.0, 15.5
#8 COc1ccc(-c2nc(C)sc2C)cc1
 : 7.0, -6.8, -1.5, -0.1, -3.0, 3.4, 99.0, 100.0, 37.3
#9 Cc1ccc(C(=O)CCNc2ccc(Cl)cc2)o1
 : -3.5, 2.0, -0.5, 6.0, 4.0, -5.3, 102.0, 104.0, -5.7
#10 CCC(C(=O)NCC1CCCO1)N(C(=O)c1snc(C(N)=O)c1N)c1ccc(Cl)cc1 (stereo not given)
 : -29.0, 0.3, 0.4, 0.4, -2.0, 0.4, 101.0, 101.0, 4.0

Single records (already shown). Order of values: DNA FID counter, M18AAP inhibitor, OXTR ag, GPR7 antagonist, MEKK2 mut-MEK5, PHOSPHO1 block, MEKK2wt PB1 HTS, MEKK3 PB1 HTS, NALP1 inh
CCC(C(=O)NCC1CCCO1)N(C(=O)c1snc(C(N)=O)c1N)c1ccc(Cl)cc1 (stereo not given) is listed with -29.0, 0.3, 0.4, 0.4, -2.0, 0.4, 101.0, 101.0, 4.0
O=C(CSc1nnc(-c2ccncc2)n1-c1ccccc1Cl)Nc1ccc(C(=O)O)cc1 is listed with -25.0, -0.9, 0.6, -4.2, -38.0, -8.2, 105.0, 95.0, 23.9

(next part)
Fields: DNA FID counter, M18AAP inhibitor, OXTR ag, GPR7 antagonist, MEKK2 mut-MEK5, PHOSPHO1 block, MEKK2wt PB1 HTS, MEKK3 PB1 HTS, NALP1 inh
#11 CCOc1ccc(N(CC(=O)NCc2ccc(OC)cc2)S(=O)(=O)c2c(C)[nH]c(=O)[nH]c2=O)cc1
 : -22.6, -8.4, -0.4, 9.6, -13.0, 35.5, 95.0, 96.0, 20.7
#12 O=C1COc2ccccc2N1Cc1ccccc1Cl
 : -7.7, -4.7, -2.5, -0.2, 3.0, -27.7, 99.0, 100.0, 0.8
#13 Cn1cc[n+](C)c1COc1ccc(C=O)cc1
 : 0.9, -14.0, 1.3, -13.1, 3.0, 3.1, 114.0, 109.0, 17.2
#14 COc1cc(OC)c(C(=O)NC2CCCCCC2)cc1OC
 : -38.3, 8.7, -3.0, -8.5, 1.0, 20.7, 108.0, 102.0, 1.7
#15 CCC(=O)Nc1ccc(Cl)c(NC(=O)c2cccc(OC)c2)c1
 : -4.2, -12.1, -1.0, -0.7, 0.0, 45.4, 112.0, 120.0, 3.6
#16 COc1ccc(OC)c(NC(=O)Cc2cccs2)c1
 : -6.0, -6.1, -1.5, 0.3, 2.0, 3.8, 98.0, 96.0, 7.0
#17 O=C(CSc1nnc(NC(=O)c2ccccc2)s1)NCc1ccco1
 : -8.7, 6.4, 0.3, -4.0, 0.0, 42.6, 101.0, 95.0, 18.7
#18 COc1ccc(-c2csc(NC(=O)c3cc(C)oc3C)n2)cc1OC
 : -21.7, -1.2, -2.2, -4.0, 5.0, -19.5, 107.0, 98.0, 8.7
#19 O=C(N=Nc1c(O)[nH]c2ccccc12)c1cc(-c2ccc(F)cc2)n[nH]1
 : 1.4, -8.0, 0.1, -4.2, -4.0, 42.6, 95.0, 97.0, -13.0
#20 COc1cc2ccccc2c2c1CCCC2=O
 : -5.8, -7.2, -2.5, -9.9, -12.0, 9.5, 87.0, 86.0, 63.8

Some values from the entries so far.
Value for #17 in NALP1 inh: 18.7
Value for #18 in MEKK3 PB1 HTS: 98.0

Next part:
Fields: DNA FID counter, M18AAP inhibitor, OXTR ag, GPR7 antagonist, MEKK2 mut-MEK5, PHOSPHO1 block, MEKK2wt PB1 HTS, MEKK3 PB1 HTS, NALP1 inh
#21 COC(C(=O)N1CCC(n2nccc2NC(=O)C2CC2)CC1)c1ccccc1 (stereo not given)
 : -6.6, 1.1, -0.8, 5.4, 5.0, 18.3, 103.0, 104.0, 19.9
#22 CCn1nc(C(=O)Nc2ccc(C)c(C)c2)c(Cl)c1Cl
 : 1.6, -3.5, -2.5, -9.2, -3.0, 18.3, 97.0, 93.0, -18.9
#23 Cc1ccc(OCC(=O)N2CCN(c3ccc([N+](=O)[O-])c(N4CCOCC4)c3)CC2)cc1
 : -33.3, 1.6, 6.5, -2.1, 4.0, 30.6, 105.0, 105.0, 0.5
#24 O=C(O)c1ccc(Cn2cc(C(F)(F)F)ccc2=O)cc1
 : -1.7, -9.5, 0.8, -0.7, -17.0, 11.4, 49.0, 37.0*[inhibitor], -2.3
#25 COc1ccc(C(=O)N2CCc3cc(OC)c(OC)cc3C2c2cccc([N+](=O)[O-])c2)cc1 (stereo not given)
 : 0.8, -7.9, ., -1.4, ., 7.0, ., ., 27.7
#26 CC1CCN(S(=O)(=O)c2ccc(NC(=O)CN3CCN(C)CC3)cc2)CC1
 : 5.9, -1.2, 0.7, -7.4, 3.0, 17.6, 107.0, 98.0, 22.4
#27 Nc1sc2c(c1C(=O)c1ccccc1)CCCC2
 : -4.5, 9.0, -1.6, -5.2, 1.0, 53.3, 93.0, 104.0, 2.1
#28 Nc1nc(CN2CCCCCC2)nc(Nc2ccc(F)cc2)n1
 : 1.8, 0.3, 0.2, 2.6, 11.0, 10.8, 129.0, 105.0, -9.3
#29 O=c1c2ccccc2[nH]c(=S)n1C1CCCCC1
 : -4.4, -1.5, -0.8, 6.2, 9.0, 34.6, 104.0, 105.0, 13.1
#30 O=C(NCC(=O)N(c1ccc(F)cc1)C(C(=O)NC1CCCCC1)c1cccnc1)c1ccco1 (stereo not given)
 : -35.7, -2.8, 0.4, 0.4, 1.0, 16.0, 99.0, 99.0, 9.5
#31 COc1ccc(Cl)cc1C(=O)NCCN(C)C
 : -4.4, -1.5, 5.4, -3.2, 1.0, 11.3, 103.0, 105.0, -5.6
#32 C/C(Cn1ncc(N2CCOCC2)c(Cl)c1=O)=N\O
 : -5.1, -3.5, 1.5, -13.7, 6.0, 46.3, 112.0, 107.0, 10.8
#33 CCc1nc2ccc(C(=O)O)cc2nc1CC
 : -2.5, -8.5, -0.6, -3.9, -3.0, -4.0, 99.0, 102.0, .
#34 CSCCC(NC(=O)c1cc(C(C)(C)C)oc1C)C(=O)O (stereo not given)
 : -12.9, -2.6, 1.1, -0.4, 3.0, -6.0, 101.0, 99.0, -13.3
#35 N#C/C(=C\c1ccncc1)c1nc2ccccc2o1
 : -4.2, 10.3, -1.2, -1.8, -2.0, 23.9, 96.0, 99.0, -4.3
#36 CC(C)c1nnc(NC(=O)c2nc(S(=O)(=O)Cc3ccccc3F)ncc2Cl)s1
 : -41.0, -16.0, -0.7, -10.3, 1.0, 16.9, 104.0, 103.0, -4.7
#37 COc1ccc2[nH]c3c(=O)n(CCCCCC(=O)NCCC(C)C)c(=S)[nH]c3c2c1
 : -13.3, -7.0, -1.0, -3.2, -2.0, -9.9, 104.0, 104.0, 0.7
#38 Cc1ccc(C(CC(=O)O)Nc2nc(N3CCOCC3)nc(N3CCOCC3)n2)cc1 (stereo not given)
 : -46.0, -4.5, -0.5, -3.6, -1.0, -9.8, 102.0, 101.0, 13.6
#39 CC(c1ccco1)N(C(=O)C12CC3(C)CC(C)(CC(C)(C3)C1)C2)c1ccccn1 (stereo not given)
 : -2.1, -3.3, -1.5, 1.8, 0.0, -33.8, 100.0, 103.0, -11.1
#40 Cc1cc(F)ccc1NCc1ccncc1
 : 1.5, 0.8, 0.2, 8.1, 0.0, -6.0, 98.0, 101.0, 26.0
#41 COc1ccc(NC(=O)Cc2c[nH]c3ccccc23)cc1S(=O)(=O)N1CCCCC1
 : -30.8, 0.7, 2.7, -11.3, -3.0, 19.2, 91.0, 87.0, 35.1
#42 CC1=NCCN1CCNC(=O)Nc1ccc(F)cc1
 : -0.7, 5.5, 0.7, -4.9, -2.0, -0.3, 103.0, 96.0, 0.5
#43 CC1CCCCC1NC(=O)C1CCN(S(=O)(=O)N2CCOCC2)CC1 (stereo not given)
 : 1.5, 3.4, 0.1, 2.0, 7.0, 10.2, 109.0, 102.0, -16.8
#44 Cc1sc(NC(=O)C2CCCC2)c(C#N)c1C
 : -6.5, -8.1, -2.0, -6.7, 2.0, 9.3, 102.0, 108.0, 4.5
#45 O=C(CSc1nnc(-c2cccnc2)n1CCc1ccccc1)N1CCCCC1
 : -25.5, -20.0, -0.1, -16.9, 0.0, 12.5, 103.0, 95.0, -9.8
#46 Cc1nn(Cc2ccc(F)cc2)c2sc(C(=O)Nc3nccs3)cc12
 : -4.1, -0.6, -0.5, -11.5, -2.0, -9.8, 96.0, 100.0, 17.4
#47 COc1ccc(CCC(=O)NCc2cn3ccsc3n2)cc1
 : -1.3, -10.5, 0.6, -11.1, 3.0, ., 106.0, 102.0, .
#48 S=c1[nH]nc(-c2ccco2)n1/N=C/c1ccccn1
 : -5.9, 20.4, 1.1, -13.2, 1.0, 27.4, 101.0, 104.0, -20.5
#49 O=C(Nc1ccc(NC(=O)c2cccs2)cc1)c1ccccc1
 : 0.5, 3.4, 0.1, 8.3, -8.0, 8.1, 97.0, 97.0, -4.3
#50 O=C(O)C1=C[C@@H](C2CC2)C[C@@H](OCCCCO)O1
 : ., ., 0.0, ., -6.0, ., 91.0, 88.0, .
#51 O=S(=O)(NC1CCCCC1N1CCC(O)CC1)c1ccccc1 (stereo not given)
 : -0.2, -8.7, 0.9, 25.0, 2.0, 24.2, 109.0, 108.0, 33.2
#52 COc1ccccc1CNC(=O)c1n[nH]c2ccccc12
 : -6.5, 1.6, -1.2, 30.3*, -14.0, 42.1, 81.0, 77.0, 17.2

Screening data (PubChem)
